# PhoP GFP inhibition – Inhibition of PhoP regulon, Salmonella typhi GFP reporter cells, confirmation, 4 h (AID 1850) | Salmonella Typhi PhoP-promoter GFP reporter, fluorescence, 4 h; higher % means a stronger effect | inhibition, % at 50 µM; hits with a dose series show IC50 in µM | 310,000 compounds, 0.33% hits; in the data active means a potency from the dose series; inconclusive means inhibition mostly from about 25% at the one dose, without a potency; inactive means the rest, 99 in 100 with inhibition below about 19%;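 further: 0% = induced wells with vehicle and 100% = uninduced wells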
# H37Rv inhibition – M. tuberculosis growth inhibition, HTS (AID 449762); M. tuberculosis H37Rv growth inhibition, 7H9 media; higher % means a stronger effect; inhibition, % at 25 µM, or IC50 in µM where a hit was titrated; 330,000 compounds, 0.59% hits; in the data active means a potency from the dose series; inconclusive means inhibition above about 70% without an active follow-up result;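 further: bacterial growth assessed after seven days of incubation; strong numbers were not always called active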
# tuberculosis growth – growth inhibition of non-replicating M. tuberculosis (AID 488890); Mycobacterium tuberculosis non-replicating, growth inhibition; higher % means a stronger effect; one-dose inhibition, % at 25 µM; IC50 in µM for titrated hits; 320,000 compounds, 0.39% hits; in the data active means a potency from the dose series; inconclusive means inhibition mostly from about 82% at the one dose, without a potency; inactive means the rest, 99 in 100 with inhibition below about 76%;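 further: plate controls were DMSO cells for no effect and high antibiotic wells for full effect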
# influenza NS1A – NS1A inhibition, H1N1 influenza, cell based functional assay (AID 504329). NS1A functional cell-based assay, percent inhibition; higher % means a stronger effect. one-dose inhibition, % at 12.5 µM; IC50 in µM for titrated hits. 340,000 compounds, 0.3% hits; in the data active means a potency from the dose series; inconclusive means inhibition above about 27% without an active follow-up result; further: strong numbers were not always called active
# inhibitors of VEEV – inhibitors of VEEV TC-83 cytopathic effect, confirmation, Vero cells (AID 588727). Vero cells, VEEV TC-83 cytopathic effect inhibition; higher % means a stronger effect. 350,000 compounds, 0.13% hits. one-dose inhibition, % at 20 µM; IC50 in µM for titrated hits; in the data active means a potency from the dose series; inconclusive means inhibition mostly from about 14% at the one dose, without a potency; inactive means the rest, 99 in 100 with inhibition below about 12%; further: strong numbers were not always called active
# inhibitors of VEEV 10K pilot screen – also measured in inhibitors of VEEV; calls as there; inhibition, %; measured here: 10K pilot screen inhibition
# * = called active by the depositor; i = inactive; ? = inconclusive; . = not tested or not shown.
SMILES,PhoP GFP inhibition,H37Rv inhibition,tuberculosis growth,influenza NS1A,inhibitors of VEEV,others
O=C(NNC(=S)Nc1ccc(Cl)cc1Cl)C1CC1,1%,4%,79%,7%,0.8%,
O=C(Nc1ccc2c(c1)OCCO2)C1CCN(C(=O)c2ccc(F)cc2)CC1,16%,-7%,15%,-5%,i,
O=C(O)C(Cc1ccccc1-c1ccccc1)C(=O)O,7%,1%,-16%,1%,i,
CC1=C(C(=O)OC2CCCCC2)C(c2ccc(C)o2)C2=C(CC(C)(C)CC2=O)N1 (stereo unspecified),-5%,-7%,42%,6%,i,
O=C(O)/C=C\C(=O)Nc1ccc(N2CCN(c3ccc(Cl)cc3)CC2)cc1,3%,58%,34%,-2%,0.8%,
Cc1ccc(CNC(=O)CS(=O)Cc2nc(-c3ccccc3Cl)oc2C)cc1 (stereo unspecified),2%,10%,2%,3%,i,
CN(C)c1cnn(-c2ccccc2)c(=O)c1Cl,-8%,2%,-11%,-8%,0.7%,
COc1cc(OC)c(C(=O)OCC(=O)Nc2ccc(S(=O)(=O)N3CCOCC3)cc2)cc1OC,.,0%,12%,4%,i,
Clc1ccc(OCCn2ccnc2)c2ccccc12,10%,?,18%,-15%,i,
COc1ccc(C[C@H]2CN3C(=NC[C@@H]3C)N2CCNC(=O)CCC2CCCCC2)cc1,-9%,-1%,63%,1%,i,
CCOC(=O)c1cccc(NC(=S)NC(=O)c2cccnc2)c1,5%,-2%,61%,-2%,1.1%,
CCOc1ccc(/C=C2\SC(=S)N(CC(=O)N(CCO)C(C)(C)C)C2=O)cc1,4%,18%,2%,-3%,0.9%,
Cn1cc(C(=O)NCc2ccc(F)cc2)cn1,10%,-8%,-2%,4%,i,
Cc1csc(=O)n1CCC(=O)OCc1nnc(-c2ccc([N+](=O)[O-])cc2)o1,.,7%,-2%,0%,1.2%,
COc1cc2c(cc1OC)CN(CC(=O)NC(=O)NC(C)(C)C)CC2,9%,-8%,-2%,3%,0.1%,
CCCc1cc(=O)n2nc(N3CCC(C(=O)N4CCN(c5cccc(OC)c5)CC4)CC3)sc2n1,-11%,-5%,14%,8%,2.9%,
Cc1ccc(-c2ccc(CCC(=O)O)n2NC(=O)c2ccc([N+](=O)[O-])cc2)cc1,0%,-9%,-6%,-23%,0.1%,
O=C(NCC1CCCCC1)C1(CC2CC(c3cccc(Br)c3)=NO2)CCNCC1 (stereo unspecified),20%,?,55%,6%,i,
Cc1cc(N2CCCC(C(=O)Nc3cccc4ccccc34)C2)n2ncnc2n1 (stereo unspecified),-9%,-6%,-15%,-1%,6.9%,
Cc1sc2ncnc(N3CCC(C)CC3)c2c1C,-5%,3%,-17%,3%,0.9%,
O=C(CSc1nnc(CNC(=O)c2ccccc2)o1)NCc1ccc2c(c1)OCO2,0%,5%,76%,-8%,4.0%,
Fc1ccc(-c2nnc(CN3CCC(c4nc5ccccc5s4)CC3)o2)cc1,.,.,.,12%,6.8%,
CCCCC1=NN(C(=O)c2cocc2C)C(O)(C(F)(F)F)C1 (stereo unspecified),-4%,-8%,?,-4%,0.8%,
O=C(c1ccc2ccccc2c1)C1CCCN(C(=O)c2cccnc2)C1 (stereo unspecified),1%,-3%,-8%,-7%,3.5%,
COC(=O)C1=C(c2ccccc2OCc2ccccc2)C[C@@H]2CC[C@H]1N2C(=O)NCCCOC(C)C,.,5%,5%,-1%,i,inhibitors of VEEV 10K pilot screen=0.0

# Additional results
SMILES,PhoP GFP inhibition,H37Rv inhibition,tuberculosis growth,influenza NS1A,inhibitors of VEEV,others
O=C(NCc1ccc(F)cc1)C(Cc1ccccc1)n1cccc1 (stereo unspecified),-13%,3%,15%,12%,0.6%,
CCCCN1CC(=O)N2[C@H]3c4cc(Br)ccc4OC[C@@H]3[C@H](C(=O)OCC)[C@]2(C)C1=O,.,2%,12%,-11%,5.5%,
Cc1cc(NC(=O)C(C)SCC(=O)OCc2c(Cl)cccc2Cl)no1 (stereo unspecified),13%,2%,66%,-6%,0.3%,
C/C(=N\N=C(N)N)c1ccc(Cl)cc1Cl,4%,3%,72%,2%,9.3%,
COc1ccc(N2CCN(C(=O)COC(=O)c3ccc(C)o3)CC2)cc1,-3%,9%,2%,0%,1.7%,
CCN(CC)C(=O)CSc1nnc(-c2ccccc2)c(-c2ccccc2)n1,-8%,6%,-4%,7%,0.9%,
Cn1nnc(NC(=S)NC(=O)c2cc(Cl)ccc2Cl)n1,-28%,0%,6%,-4%,0.2%,
CCC(=O)NCCc1cc2ccc(C)c(C)c2[nH]c1=O,10%,-7%,.,-1%,4.4%,
O=c1cc(OCc2ccccc2)cc[nH]1,.,-8%,-13%,27%,4.2%,
COc1ccc(CN(C(=O)c2snc(C(N)=O)c2N)C(C(=O)NC2CCCC2)c2cc(OC)ccc2OC)cc1 (stereo unspecified),-2%,4%,61%,-6%,i,
Cc1nc(N)sc1C(=O)N/N=C/c1ccc([N+](=O)[O-])cc1,0%,2%,-9%,.,8.7%,
Cc1ccc(C(=O)N/C(=C/c2ccc(Cl)cc2)C(=O)N2CCOCC2)cc1,-14%,6%,16%,-15%,0.4%,
COc1cc(C2C3=C(CCCC3=O)Nc3[nH]n(-c4ccccc4)c(=O)c32)cc(OC)c1OC (stereo unspecified),-3%,-1%,0%,4%,2.0%,
CCNc1ccc(C(=O)OCC)cc1NC(=O)c1cccc(S(=O)(=O)N(C)c2ccccc2)c1,-4%,0%,32%,1%,8.9%,
COC(=O)c1ccc(S(=O)(=O)N2CCCCCC2)n1C,-8%,-2%,-17%,2%,1.2%,
CC(C)(C)OC(=O)NCCCCCc1nnc(SCC(=O)Nc2cccc(Cl)c2)o1,-4%,-2%,77%,4%,1.2%,
COc1ccc(N=C2SC(C(=O)N3CCN(c4ccccc4)CC3)CC(=O)N2C)cc1 (stereo unspecified),-7%,-3%,19%,-3%,0.1%,inhibitors of VEEV 10K pilot screen=0.7
Cc1ccc(NC(=O)Cn2ncn3c(cc4ccccc43)c2=O)c(C)c1,7%,5%,17%,1%,2.8%,
CCOc1ccc(-c2c(=O)n(O)c3ccccc3[n+]2[O-])cc1,-2%,-1%,17%,1%,2.2%,
CN(c1ccc(C(=O)N2CCN(Cc3ccccc3)CC2)cc1)S(=O)(=O)c1ccc(Cl)cc1,-9%,?,3%,19%,3.0%,
Cc1ccc(C)n1/N=C1/NC(=O)CS1,10%,0%,7%,9%,0.4%,
CCOC(=O)c1ccccc1NC(=O)COC(=O)CSC(C)C(=O)Nc1cc(C)on1 (stereo unspecified),7%,-3%,-10%,-3%,1.1%,
O=C(O)CCCCCN1C(=O)C2CCCCC2C1=O (stereo unspecified),-8%,5%,-1%,0%,1.8%,
CCCC1(c2ccccc2)NC(=O)N(CC(=O)Nc2cc(C)on2)C1=O (stereo unspecified),20%,0%,-2%,-8%,i,
COc1cccc(C(=O)NNc2nc(C)cc(C)n2)c1,2%,-5%,-9%,-5%,0.5%,

# Overlap with the part before: two compounds, followed by the next part.
SMILES,PhoP GFP inhibition,H37Rv inhibition,tuberculosis growth,influenza NS1A,inhibitors of VEEV,others
CCCC1(c2ccccc2)NC(=O)N(CC(=O)Nc2cc(C)on2)C1=O (stereo unspecified),20%,0%,-2%,-8%,i,
COc1cccc(C(=O)NNc2nc(C)cc(C)n2)c1,2%,-5%,-9%,-5%,0.5%,
O=c1[nH]c2ccc(Cl)cc2c(-c2ccccc2)c1N1CCOCC1,-14%,2%,.,-1%,1.8%,
C#CCOc1ccc(/C=C2/C(=O)N(c3cccc(C(=O)O)c3)N=C2C)cc1OC,3%,7%,2%,-11%,0.0%,
COc1ccc(Cl)cc1C(=O)NNC(=O)C1COc2ccccc2O1 (stereo unspecified),5%,-7%,-7%,-7%,5.1%,
C=CCNC(=O)COc1ccc(N(C)S(=O)(=O)c2ccc(NC(C)=O)cc2)cc1,4%,-4%,2%,-9%,i,
Cc1ccc2c(CC(=O)O)coc2c1C,-5%,-1%,-20%,2%,i,
COc1ccc(C(=O)Nc2cc(C)nn2-c2nc3ccccc3[nH]2)c(OC)c1,1%,27%,?,-11%,?,
Clc1ccc(-n2cnc3c(Cl)ncnc32)cc1Cl,.,.,.,8%,i,
Cc1ccc(S(=O)(=O)NC(=O)Nc2ccc(Cl)cn2)cc1,-11%,-3%,-5%,-3%,0.2%,
C[C@H](CO)N1C[C@H](C)[C@@H](CN(C)C(=O)NC2CCCCC2)Oc2ccc(NC(=O)Nc3ccc(C(F)(F)F)cc3)cc2C1=O,.,5%,55%,7%,1.8%,
O=C(c1cc(-c2ccncc2)nc2ccccc12)N1CCN(c2ncccn2)CC1,.,-2%,3%,2%,9.6%,
CN(CC(=O)N1CCN(c2ccccn2)CC1)S(=O)(=O)c1ccc(Br)cc1,-22%,-5%,8%,-21%,5.2%,
CC(NCc1ccc(N(C)C)cc1)C1CC2CCC1C2 (stereo unspecified),-2%,0%,-1%,-1%,i,
O=C(NCCCc1ccncc1)C1CCC(=O)N(CCc2cccc(F)c2)C1 (stereo unspecified),11%,7%,-4%,8%,i,
COCCNC(=O)c1sc2ncn(CC(=O)Nc3ccc(C)c(Cl)c3)c(=O)c2c1C,-6%,5%,8%,1%,i,
CC(C)(C)NC(=O)c1cc(-c2ccc3c(c2)OCO3)nc2ccccc12,-14%,51%,25%,5%,7.4%,
CCOc1ccccc1NC(=O)COn1nnc2ccccc21,1%,9%,57%,-12%,8.6%,
Cc1c(C(=O)Nc2ccccc2C(=O)N2CCCC2)cccc1[N+](=O)[O-],9%,2%,-2%,-14%,i,
O=C(c1sc2ccccc2c1Cl)N1CCN(c2ncccn2)CC1,1%,-5%,22%,-3%,0.6%,
Cc1ccc(CC(=O)NCCN2CCOCC2)cc1,6%,0%,0%,9%,0.5%,
Cc1cc(C)c2c(n1)nn1c(NCCOCCO)cc(C)nc21,-4%,0%,-2%,-7%,4.9%,
CCCNC(=O)c1ccccc1C(=O)NCCC,-19%,-2%,6%,-19%,0.2%,
NC(=O)NC(=O)COC(=O)c1ccc2noc(-c3ccccc3)c2c1,9%,-7%,4%,6%,0.2%,
CCc1ccc(NC(=O)C2CCCN(S(C)(=O)=O)C2)cc1 (stereo unspecified),9%,-5%,-6%,-3%,1.8%,
COc1cc(-c2nnc(NC(=O)c3ccco3)o2)cc(OC)c1OC,5%,?,.,5%,2.4%,
O=c1c2oc3ccccc3c2ncn1Cc1ccccc1Cl,-4%,.,3%,-3%,3.5%,

# Among those listed so far, these contain a tert-butyl group.
SMILES,PhoP GFP inhibition,H37Rv inhibition,tuberculosis growth,influenza NS1A,inhibitors of VEEV,others
CCOc1ccc(/C=C2\SC(=S)N(CC(=O)N(CCO)C(C)(C)C)C2=O)cc1,4%,18%,2%,-3%,0.9%,
COc1cc2c(cc1OC)CN(CC(=O)NC(=O)NC(C)(C)C)CC2,9%,-8%,-2%,3%,0.1%,
CC(C)(C)OC(=O)NCCCCCc1nnc(SCC(=O)Nc2cccc(Cl)c2)o1,-4%,-2%,77%,4%,1.2%,
CC(C)(C)NC(=O)c1cc(-c2ccc3c(c2)OCO3)nc2ccccc12,-14%,51%,25%,5%,7.4%,

# Carrying on.
SMILES,PhoP GFP inhibition,H37Rv inhibition,tuberculosis growth,influenza NS1A,inhibitors of VEEV,others
Cc1ccc(S(=O)(=O)Nc2ccc(C(=O)OCC(=O)N(CCC#N)c3ccccc3)cc2)cc1C,-8%,-3%,-8%,6%,1.0%,
COc1ccc(NC(=O)CN2CCc3ccccc3C2)c(OC)c1,-5%,10%,62%,17%,1.4%,
COc1cc(N2C(=O)c3ccccc3C2=O)c(Cl)cc1C(=O)OCC(=O)NCc1ccco1,9%,-7%,-6%,9%,0.3%,
CCOc1ccc(NC(=O)C2CCN(S(=O)(=O)CC)CC2)cc1,9%,-1%,9%,-7%,1.0%,
COc1ccccc1-c1cc(C(=O)N/N=C\c2cn(C)nc2C)c2ccccc2n1,-2%,-6%,-31%,3%,0.4%,
COc1ccc(S(=O)(=O)N2CCCC(C(=O)NCC3CCCO3)C2)cc1OC (stereo unspecified),13%,-6%,-19%,-1%,2.8%,
COc1ccccc1N(C)S(=O)(=O)c1ccc(Cl)c(C(=O)Nc2ccccc2N2CCOCC2)c1,.,.,.,-11%,8.8%,
Cc1cc(C)cc(Nc2cc(C)nc3nc(C)nn23)c1,4%,4%,13%,2%,0.4%,
CCSc1nnc(NC(=O)/C=C/c2ccc3c(c2)OCO3)s1,2%,-2%,1%,.,.,
Cc1ccccc1SCC(=O)NCCCn1ccnc1,1%,4%,-6%,-7%,0.9%,
O=S(=O)(CC(O)COc1ccc(Br)cc1)c1ccccc1 (stereo unspecified),6%,2%,19%,-13%,0.7%,

# Screening results as filed in PubChem BioAssay.
